# Assay outcomes: PubChem BioAssay, National Center for Advancing Translational Sciences (NCATS)
# ALOX12 inh: ALOX12 (human) lipoxygenase inhibition | purified 12hLO, xylenol orange hydroperoxide absorbance | Potency, µM (series often up to 108 µM), without a hit: at the top dose activity change, negative = inhibition, usual class: inhibitors | 1.1% of 580,000 active | AID 1671190; active = well fitted inhibition curve with a large enough effect; inconclusive = small, poorly fitted or top-dose-only effect, or another doubt; inactive = no such curve, though single readings can be large or run the other way
# Target sequence (P18054 whole entry, looked up): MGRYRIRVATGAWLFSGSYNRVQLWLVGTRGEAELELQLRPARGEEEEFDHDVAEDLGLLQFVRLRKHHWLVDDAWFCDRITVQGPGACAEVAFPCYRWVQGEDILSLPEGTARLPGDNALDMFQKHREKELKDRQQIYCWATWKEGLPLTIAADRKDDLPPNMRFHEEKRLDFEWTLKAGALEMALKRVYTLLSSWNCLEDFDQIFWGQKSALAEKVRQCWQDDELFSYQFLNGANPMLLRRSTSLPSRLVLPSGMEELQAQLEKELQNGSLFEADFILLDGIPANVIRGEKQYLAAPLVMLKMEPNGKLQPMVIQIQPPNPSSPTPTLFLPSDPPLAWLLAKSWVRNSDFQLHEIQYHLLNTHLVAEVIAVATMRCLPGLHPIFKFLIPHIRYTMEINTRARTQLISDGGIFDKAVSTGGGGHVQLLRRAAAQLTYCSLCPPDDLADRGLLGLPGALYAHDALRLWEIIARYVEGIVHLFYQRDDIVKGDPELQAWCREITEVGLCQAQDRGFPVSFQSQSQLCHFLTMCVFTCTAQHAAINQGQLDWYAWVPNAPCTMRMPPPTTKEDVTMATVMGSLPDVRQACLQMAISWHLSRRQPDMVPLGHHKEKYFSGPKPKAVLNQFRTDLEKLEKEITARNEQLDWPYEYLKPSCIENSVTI
#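 Hydroperoxide product was detected by ferrous iron/xylenol orange as the 573 to 405 nm absorbance ratio. Arachidonic acid at 40 uM (final) was turned over for 30 min at room temperature by 150 nM human 12hLO, pH 7.0 Hepes buffer, after 15 min compound preincubation.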
# Starred values were filed as active, the others as inactive; ? = inconclusive; & = joins results of further samples; [ ] = another dose, or the depositor's remark. % is scaled to controls: 0 for no effect and ±100 for the full control effect; potency is read from the fitted curve at half-maximal effect.
ALOX12 inh | compound
? | CC(C)OC(=O)N1CCC(COc2ccc3c(cnn3CC[S+](C)(=O)[O-])c2)CC1
53.3%[activator] | CCc1cc(=O)oc2cc(OC(C)C(=O)NCc3cccnc3)ccc12 (stereo not drawn)
-0.9%[176 µM] | Cc1ccc(CN2CCC[C@H]2c2nc(-c3ccc(OC4CCCCC4)nc3)no2)cc1
-0.9%[6.33 µM] | FC(F)(F)c1cccc(C2=NOC3(CCCN(CC4CCCCC4)C3)C2)c1 (stereo not drawn)
29.3%[176 µM] | COc1ccc(CN2CCC(N3CCCNC3=O)CC2)cc1
43.9%[activator] | CCOCCCNC(=O)N1C[C@@H](Oc2cccnc2)C[C@@H]1C(=O)N1CCOCC1
? | Cc1nccn1CCN(C)Cc1cc2n(n1)CCNC2
7.7% | COc1ccc(-c2[nH]ncc2C(=O)NC2CCCc3c2[nH]c2ccccc32)cc1 (stereo not drawn)
-1.5% | CC(=O)NCCNC(=O)Cn1c(C)c(Br)c2ccccc21
-10.7% | COc1ccccc1NC(=O)CSc1ncnc2ccccc12
64.8%[activator] | CCC1c2nccn2CCCN1C(=O)c1cc(C)n(CCCOC)c1C (stereo not drawn)
-17.0% | CN1CCN(C(=O)CN(Cc2ccc(Cl)c(Cl)c2)S(=O)(=O)c2ccccc2)CC1
21.4% | Cc1c(-c2ccccc2)[nH]c2c(CNC(=O)C3=NN(C)C(=O)CC3)cc(Cl)cc12
? | CC(C)C(NC(=O)c1cccc(NC(N)=O)c1)c1ccc(Cl)cc1 (stereo not drawn)
-8.3% | Cc1ccc2c(=O)cc(C(=O)Nc3cccc(Cl)c3)oc2c1
26.4% | Cc1cc(C(=O)NC(C)CCc2ccccc2)c2cccc(C)c2n1 (stereo not drawn)
-1.2% | COc1cccc(C(=O)OC(C)C(=O)C23CC4CC(CC(C4)C2)C3)c1OC (stereo not drawn)
-16.7% | Cc1ccc(C(=O)N2CCC(c3nc4cc(C(F)(F)F)ccc4s3)CC2)cn1
7.7%[176 µM] | COc1ccc(CNc2cc3c(cn2)CN(C)CCN3)cc1OC
-12.6% | CCCCC(CC)CNC(=O)CCNC(=O)c1ccccc1 (stereo not drawn)
40.1% | O=C(c1cccc(F)c1)N1CCCC(c2noc(COc3ccccc3)n2)C1 (stereo not drawn)
? | N#CC1=C(N)OC2=C(C(=O)CC(c3ccccc3)C2)C1c1ccccc1Br (stereo not drawn)
-19.5% | CCCCSc1nc2c(c(=O)[nH]c(=O)n2C)n1CCCC
-10.6% | Cc1ccc(CSc2nnc(C3CCN(C(=O)OC(C)(C)C)CC3)o2)cc1
22.2% | Cc1cc(C(=O)N2CCCC(c3nnnn3C)C2)nn1C (stereo not drawn)
-0.4% | Cc1c(NC(=O)c2ccc([N+](=O)[O-])cc2)cccc1-c1nc2ccccc2o1
-38.0% | CCc1nc(C#N)c(NCCc2ccc(OC)cc2)o1
? | CCCNc1cc(N2CCC(CCC(=O)NCc3ccc(Cl)cc3)CC2)ncn1
-13.0% | Cc1cccc(C)c1NC(=O)CNC(=O)Cc1nc(-c2ccccc2)oc1C
22.1% | CN1[C@@H](CCC(=O)N2CCN(c3ccccn3)CC2)CNC(=O)[C@@H]2[C@H]1CCN2Cc1ccc(CO)o1

# Three structures from above, ordered by formula weight, lowest first.
ALOX12 inh | compound
26.4% | Cc1cc(C(=O)NC(C)CCc2ccccc2)c2cccc(C)c2n1 (stereo not drawn)
-10.6% | Cc1ccc(CSc2nnc(C3CCN(C(=O)OC(C)(C)C)CC3)o2)cc1
? | CCCNc1cc(N2CCC(CCC(=O)NCc3ccc(Cl)cc3)CC2)ncn1

# Next results follow.
ALOX12 inh | compound
14.5%[176 µM] | CNC(=O)c1cccc(-c2cnc(Nc3ccc4c(c3)OCCO4)c3c2CCO3)c1
-3.2% | c1ccc(CCc2noc(-c3ccc(NCCN4CCCC4)nc3)n2)cc1
57.8%[activator] | COc1cccc(CC(=O)NCC(=O)N2CCCCCCNC(=O)CC2c2ccccc2)c1 (stereo not drawn)
15.7% | O=C(NCC(F)(F)F)C1CCCC(C(=O)NCC(F)(F)F)C1 (stereo not drawn)
33.1%[activator] | CO[C@@H]1CCOC[C@H]1NS(=O)(=O)c1ccc(S(C)(=O)=O)cc1
4.1% | Cc1noc(C)c1S(=O)(=O)NCCc1noc(-c2cccnc2)n1
13.4% | COc1cccc2c1OCC(C(=O)N1CCC(NS(C)(=O)=O)CC1)C2 (stereo not drawn)
? | Cc1nc2c(c(NCCc3nc(C)c(Cl)s3)n1)CCNCC2
9.4% | Cc1ccc(C(=O)NC2CCCN(c3cc(-c4ccccc4)[nH]n3)C2)cc1 (stereo not drawn)
10.6%[6.33 µM] | O=C1NC(=NC2CCCC2)C2(CCN([S+](=O)([O-])c3ccccc3)C2)N1c1cc(F)cc(F)c1 (stereo not drawn)
17.7% | CC(=O)N1CCC(C(=O)NCc2ccccc2)(N(C(=O)c2ccc(C)cc2)c2ccccc2F)CC1
0.4% | O=C(NCc1ccccc1)C(C1CC1)n1c(CSCCOc2ccccc2)nc2ccccc21 (stereo not drawn)
40.9%[activator] | COc1ccc(C(=O)N[C@@H]2CCC[C@@H]2C(=O)NC2CCN(C)CC2)cc1
24.9% | O=C(NC1CCN(c2cc(-c3cccs3)[nH]n2)CC1)c1ccccc1F
-23.7% | COc1cccc2cc(-c3cc(=O)oc4cc(O)ccc34)c(=O)oc12
76.8%[activator] | COCCCn1c(C)cnc1CC1CCNCC1
6.7% | CCCCC(CC)C(=O)Nc1ccc(F)c(F)c1 (stereo not drawn)
6.8% | Cc1cc(=O)oc2cc(OCC(=O)N3CCc4sccc4C3)ccc12
36.1%&2.8%[activator][176 µM] | O=C(c1ccc(Cl)nc1)N1CCC(N2CCCNC2=O)CC1
-22.8% | CCN(Cc1ccccc1)C(=S)Nc1ccccc1C
-27.2% | CSc1cccc(C(=O)Nc2nc(-c3nc4ccccc4s3)cs2)c1
20.0% | CS(=O)(=O)N(C1CCOCC1)C1CN(C(=O)Cc2c[nH]c3ccccc23)C1
-1.8% | Cc1c(C(=O)NCCN2CCC(c3ccccc3)CC2)cnn1-c1nccc(-c2cccs2)n1
10.4% | CCOC(=O)C(NC(=O)/C=C/c1cc(Cl)c(OC)c(OC)c1)C(=O)OCC
? | COc1cc(/C=C/c2nc3ccccc3c(=O)n2-c2ccc(C(=O)O)cc2)ccc1O
-34.0% | CN(CC(=O)NC1(C)CCS(=O)(=O)C1)Cc1ccc(Cl)cc1Cl (stereo not drawn)
5.9% | Cc1ccc(C(=O)Nc2ccc(Cl)c(C(F)(F)F)c2)c(C)c1
15.2% | COCc1cc(CN2C[C@H](NC(=O)CO)[C@@H](C3CC3)C2)ccc1OC
9.5% | Cn1cnc(S(=O)(=O)N2CCC(Cc3nncn3CC3CC3)C2)c1 (stereo not drawn)
-46.7% | CC1CCCCN1C(C)CNC(=S)NCc1ccco1 (stereo not drawn)
20.3% | Cc1cnc(C2CC2)n1CCNS(=O)(=O)c1ccccc1F
10.8%[6.33 µM] | CC(=O)N1Cc2ccccc2OC2(CCN(C(=O)c3ccnc(N)c3)CC2)C1
? | Cn1nc(C2CCNCC2)c2c(C(=O)NC3CC3)cc(C3CC3)nc21
35.9%[activator] | CN(C)C(=O)COc1ccccc1-c1nc(-c2ccccc2)no1
25.6% | CCc1noc(-c2cn(C3CCN(C(=O)c4cc(C)ccc4C)CC3)nn2)n1
? | COc1ccc(C(=O)N2CC[C@@H](CC(=O)O)[C@@H](CCN3CCC[C@H]3C(N)=O)C2)cc1
32.3%[activator] | COc1ccc(CNC(=O)N2CCC(OC3CCN(S(C)(=O)=O)CC3)CC2)cc1
2.3% | CCCN(CCC)S(=O)(=O)N1CC=C(c2c(OC)cc(OC)cc2OC)CC1
63.7%[activator][176 µM] | COc1cccc(C(O)c2nc(C(=O)Nc3nc(C)cs3)c(C)o2)c1 (stereo not drawn)
? | Nc1cc(S(=O)(=O)O)cc2cccc(S(=O)(=O)O)c12
10.1% | COC(=O)[C@]12CCCCC=C1N(CCc1ccc(OC)c(OC)c1)C(=O)[C@H](CC(=O)NCC1CCCCC1)C2
-12.4% | C=CCN(CC=C)Cc1c(C(=O)N2CCN(C3CCCCC3)CC2)nc2ccccn12
-61.4% | Cc1c(-c2ccccc2)n(Cc2ccccc2)c2ccccc12
15.0% | Cc1ccc(C)c(CN2CCC(CNC(=O)c3occc3C)C2)c1 (stereo not drawn)
25.4% | Cc1noc(C(C)C)c1C(=O)OC(C)C(=O)c1c[nH]c2ccccc12 (stereo not drawn)
10.5% | CC(C)c1ccc(/C=N/NC(=O)C(c2ccccc2)c2ccccc2)cc1
-4.5% | Cc1c(Cc2ccccc2)c(=O)oc2c(C)c(OC(C)C(=O)O)ccc12 (stereo not drawn)
18.5%&19.8% | COc1cccc(C(=O)N2CCC3(C2)C(=O)N(CCc2ccccc2)c2ccccc23)c1 (stereo not drawn)
1.9% | O=S1(=O)c2ccc(Br)cc2OC2CCCC[C@@H]2N1Cc1ccccc1 (stereo partly drawn)
-1.8% | O=C(Cc1ccccc1Cl)N1CCN(c2cc(C(F)(F)F)ncn2)CC1
1.1% | COc1ccccc1OCCn1c(NC(=O)c2cccs2)nc2ccccc21
45.6%[activator] | Cc1cc(C)cc(OCC(=O)c2ccc3c(c2)N(CC(=O)N(C)Cc2ccccc2)C(=O)CO3)c1
13.9% | CC(C)c1nnc2ccc(NCc3ccc(Cl)cc3)nn12
-3.5% | O=C(Cc1c[nH]c2ccccc12)NC1CCc2nn(CC3CC3)c(=O)n2CC1 (stereo not drawn)
-2.0% | COCCn1c(SC(C)C#N)nnc1-c1ccc(Cl)cc1 (stereo not drawn)
12.6%[176 µM] | COCCn1cnc2ccc(-c3ccccc3Oc3ccccc3)nc2c1=O
56.3%[activator] | CCOc1ccc(NC(=O)N2CCC3(CC2)SCC(=O)N3Cc2ccco2)cc1
? | Cn1c(Cn2cccn2)nnc1C1CCCN(C(=O)CCn2cnnn2)C1 (stereo not drawn)
14.6% | CCCS(=O)(=O)N1CCC(Oc2ccccc2-c2nc(C3CC3)no2)C1 (stereo not drawn)
-0.9% | CCCn1c(N2CCN(C(=O)c3cccc(OC)c3)CC2)nc2sc3c(c2c1=O)CCCC3

# New compounds follow.
ALOX12 inh | compound
31.9%[activator] | CC1CCN(Cc2nnnn2CCCC(=O)N2CCN3CCCC3C2)CC1 (stereo not drawn)
-17.8% | O=c1c(-c2ccccc2)nc2cnc(Oc3cccc(Cl)c3)nc2n1C1CC1
62.8%[activator] | CCOc1ccccc1CN1CCCN(Cc2ccncc2)C(c2ccccc2)CC(=O)NCC1 (stereo not drawn)
? | O=C(Nc1ccc(Cl)cc1)N1CCCC(c2nn(-c3ccc(Cl)cc3)c(=O)[nH]2)C1 (stereo not drawn)
26.6% | O=C1NC(C(=O)NCC2CCN(Cc3ccc(F)cc3)CC2)Cn2cccc21 (stereo not drawn)
12.1% | COc1ccc(-c2nc3cc(C)ccc3cc2CN2CCC[C@@H]2CO)cc1OC
25.4% | O=C(NCC12CCCC=C1N(Cc1ccccc1)C(=O)CC2)c1ccncc1 (stereo not drawn)
4.1% | COc1ccccc1CC(=O)NCC1Cc2cc(F)cc(-c3cncnc3)c2O1 (stereo not drawn)
-2.7% | COCc1cc(C[C@H]2CNCC[C@H]2CC(=O)N2CCc3cc(OC)c(OC)cc3C2)no1
? | c1cncc(OCc2nc(C3CCNCC3)no2)c1
? | COC(=O)[C@@]1(Sc2ccc(OC)cc2)CC(=O)N(c2ccc(OC)cc2C)[C@@H]1c1ccc(OC(C)C)c(OC)c1
-1.2% | Cc1cccc(-n2nc(COc3ccccc3)nc2CN2CCOC2=O)n1
? | CC(C)=CCC/C(C)=N/n1cnnc1
25.2%[176 µM] | Cc1noc(C)c1[S+](=O)([O-])N1CC2(C1)NC(=O)c1ccccc1O2
-12.0% | Cc1oc2ccn(Cc3cccc(F)c3)c(=O)c2c1C(=O)NCc1ccccc1

# Brought forward from above: six compounds, followed by the next part.
ALOX12 inh | compound
? | c1cncc(OCc2nc(C3CCNCC3)no2)c1
? | COC(=O)[C@@]1(Sc2ccc(OC)cc2)CC(=O)N(c2ccc(OC)cc2C)[C@@H]1c1ccc(OC(C)C)c(OC)c1
-1.2% | Cc1cccc(-n2nc(COc3ccccc3)nc2CN2CCOC2=O)n1
? | CC(C)=CCC/C(C)=N/n1cnnc1
25.2%[176 µM] | Cc1noc(C)c1[S+](=O)([O-])N1CC2(C1)NC(=O)c1ccccc1O2
-12.0% | Cc1oc2ccn(Cc3cccc(F)c3)c(=O)c2c1C(=O)NCc1ccccc1
-17.8% | CCCCNc1nc2ccccc2nc1NS(=O)(=O)c1cccc(C)c1
14.2% | COC(=O)CCC(=O)N1CCOC(CCCC(C)C)C1 (stereo not drawn)
-4.3% | Cc1cccc(NC(=O)N2C[C@@H](F)C[C@H]2C(=O)N2CCc3ccccc3C2)c1
-6.9% | O=C(NCCc1ccccc1)C1Cn2cccc2C(=O)N1Cc1ccccc1 (stereo not drawn)
-19.8% | Cc1cc(C(=O)CSc2nnc(-c3ccncc3)n2-c2ccc(F)cc2)c(C)n1C1CC1
? | O=C(O)CCS(=O)(=O)CCC(=O)O
? | CC(C)c1cccc(NC(=O)Cc2c[nH]c3ccccc23)c1
19.1% | COc1cccc(C(=O)COc2ccc(F)cc2Cl)c1
-7.5% | Cc1cccc(C(=O)NCCc2c[nH]c3ccc(C)cc23)c1
6.8% | Cc1cnc(C(=O)N2CC(Oc3ccc(-c4nc(-c5ccccc5)no4)cc3)C2)cn1
? | Cn1cc([C@]2(O)C(=O)N(c3ccccc3)c3ccccc32)c2ccccc21
-20.8% | O=C(O)c1ccc(Cl)c(I)c1
19.7% | CC(C)N(C)Cc1nnnn1CC(=O)NCc1cn[nH]c1-c1ccc(F)cc1
3.7%[57.4 µM] | COCC(=O)N1CCC2(CCCN(Cc3nccs3)C2)CC1

# This is a subset (hit frequency here may not be typical).
